Screening results (PubChem BioAssay)
LYPLA1 counter: LYPLA1 (human) inhibition in PME1 counter-screen; 320,000 compounds, 0.16% hits; AID 2174; O75608; recombinant LYPLA1, FP-Rh probe fluorescence polarization; inhibition, % at 5.9 µM;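 active means inhibition above the mean of all tested compounds plus 3 SD, set per campaign, cut at about 14% in these data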;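 further: inhibitors block serine hydrolase probe labeling of LYPLA1 so polarization falls; 0% = enzyme with DMSO and 100% = wells lacking LYPLA1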
Target sequence (O75608 whole entry, looked up): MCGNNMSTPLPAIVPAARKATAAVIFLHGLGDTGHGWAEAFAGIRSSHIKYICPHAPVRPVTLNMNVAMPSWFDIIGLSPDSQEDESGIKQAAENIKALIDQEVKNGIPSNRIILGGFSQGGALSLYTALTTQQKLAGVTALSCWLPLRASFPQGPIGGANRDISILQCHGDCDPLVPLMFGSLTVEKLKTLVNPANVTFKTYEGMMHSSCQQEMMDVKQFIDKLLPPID
PAFAH2 FP inh: PAFAH2 (human) inhibition. recombinant PAFAH2, FP-rhodamine activity probe, fluorescence polarization. inhibition, % at 3.39 µM. 340,000 compounds, 0.99% hits. AID 492956;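 active means inhibition above the mean over all tested compounds plus 3 SD, cut at about 30% in these data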;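 further: inhibitors block probe labeling of enzyme so polarization drops; 0% = enzyme with DMSO and 100% = wells lacking PAFAH2 protein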
LYPLA2 counter: blocks human lysophospholipase 2, a PME1 counter-screen | 320,000 compounds, 0.38% hits | recombinant LYPLA2, FP-Rh probe fluorescence polarization | O95372 | inhibition, % at 5.9 µM;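 active means inhibition above the screen-wide mean plus 3 SD, limit set per campaign, cut at about 26% in these data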;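 further: 0% = LYPLA2 with DMSO and 100% = wells lacking LYPLA2 enzyme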
PREPL inh: inhibits the human prolyl oligopeptidase-like enzyme; AID 2751; recombinant PREPL, fluorescence polarization activity-based probe; inhibition, % at 5.96 µM; Q4J6C6; 320,000 compounds, 0.68% hits; in the data active means inhibition above about 43%;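 further: 0% = enzyme with DMSO and 100% = wells lacking enzyme; many of its hits are not listed in these tables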
GSTO1 inh: counter-screen for RBBP9 inhibitors: inhibitors of human GSTO1. P78417. recombinant GSTO1, activity-based probe fluorescence polarization. inhibition, % at 5.96 µM. 300,000 compounds, 1.1% hits;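 active means inhibition above the campaign mean inhibition plus 3 SD, cut at about 35% in these data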;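 further: 0% = GSTO1-1 with DMSO and 100% = wells lacking GSTO1-1 enzyme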
Target sequence (P78417 whole entry, looked up): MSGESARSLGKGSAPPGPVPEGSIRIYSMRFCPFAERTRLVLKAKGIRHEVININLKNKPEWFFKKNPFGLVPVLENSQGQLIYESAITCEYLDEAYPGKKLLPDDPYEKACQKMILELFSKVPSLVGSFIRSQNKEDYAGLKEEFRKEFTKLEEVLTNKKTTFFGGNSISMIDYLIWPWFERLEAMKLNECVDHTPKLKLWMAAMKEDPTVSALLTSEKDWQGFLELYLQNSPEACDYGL
ZTA DNA inh: counter-screen for EBNA-1 inhibitors: inhibitors of Epstein-Barr virus ZTA; P03206; ZTA-DNA binding, fluorescence polarization; inhibition, % at 11 µM; 320,000 compounds, 0.15% hits; AID 2234; in the data active means inhibition above about 33%
Target sequence (P03206 whole entry, looked up): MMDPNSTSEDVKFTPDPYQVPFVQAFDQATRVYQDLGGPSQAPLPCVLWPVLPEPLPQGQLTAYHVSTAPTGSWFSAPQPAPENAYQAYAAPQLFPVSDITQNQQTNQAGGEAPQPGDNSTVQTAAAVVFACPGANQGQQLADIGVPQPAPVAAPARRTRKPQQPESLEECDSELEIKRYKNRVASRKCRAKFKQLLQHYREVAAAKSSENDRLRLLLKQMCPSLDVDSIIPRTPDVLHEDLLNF
PAD4 inh: inhibitors of human PAD4; Q9UM07; recombinant PAD4, RCA probe fluorescence polarization; inhibition, % at 6.36 µM; 330,000 compounds, 0.41% hits;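 active means percent inhibition above a cutoff equal to the mean of all tested compounds plus 3 SD, cut at about 15% in these data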;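 further: 0% = PAD4 with RCA probe and DMSO and 100% = probe without PAD4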
EBNA-1 inh: blocks EBNA-1 binding to DNA; 300,000 compounds, 0.34% hits; EBNA-1 DNA binding, fluorescence polarization; AID 1950; inhibition, % at 14.8 µM; in the data active means inhibition above about 28%
PAFAH1B3 FP inh: inhibitors of human PAFAH1B3. 340,000 compounds, 0.28% hits. recombinant PAFAH1B3, FP-rhodamine probe, fluorescence polarization. Q15102. AID 492972. inhibition, % at 3.39 µM;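 active means inhibition above the screen-wide average of all tested compounds plus 3 SD, cut at about 25% in these data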;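 further: 0% = enzyme with DMSO only and 100% = wells lacking PAFAH1B3 protein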
Target sequence (Q15102 whole entry, looked up): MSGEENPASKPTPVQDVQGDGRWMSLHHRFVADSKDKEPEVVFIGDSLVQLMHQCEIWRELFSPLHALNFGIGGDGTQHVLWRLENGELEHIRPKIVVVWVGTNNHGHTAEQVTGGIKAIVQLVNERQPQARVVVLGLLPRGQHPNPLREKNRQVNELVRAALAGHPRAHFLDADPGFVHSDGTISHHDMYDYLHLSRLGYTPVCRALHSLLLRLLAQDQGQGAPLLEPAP
Active calls of the source: *; · = not tested or not shown.

SMILES	LYPLA1 counter	PAFAH2 FP inh	LYPLA2 counter	PREPL inh	GSTO1 inh	ZTA DNA inh	PAD4 inh	EBNA-1 inh	PAFAH1B3 FP inh
CNC(=O)Oc1ccc2c(c1)C(=O)c1ccccc1CO2	1	5	-5	-9	-2	-13	1	5	7
CC(C)C[C@H](NC(=O)[C@@H]1CCCN1C(=O)[C@@H](N)Cc1ccc(O)cc1)C(=O)NCC(N)=O	2	-5	12	12	5	-1	-7	-14	9
Cc1cccc(N2C(=O)NC(=O)/C(=C\c3ccc4c(c3)CCCN4Cc3ccccc3)C2=O)c1	-5	33*	-3	34	9	2	-7	5	-19
COc1ccc(-c2cc(=O)oc3c(C)c(OC(C)C(=O)N4C[C@H]5C[C@@H](C4)c4cccc(=O)n4C5)ccc23)cc1 (some centres not stated)	0	-3	5	28	-9	-7	-2	-20	10
Fc1ccc(CNCCc2c[nH]c3ccccc23)cc1	2	-14	0	-52	3	-1	-2	-4	3
CC(C)CNC(=O)c1c(N)n(Cc2ccc3c(c2)OCO3)c2nc3ccccc3nc12	-7	13	1	11	62*	-7	7	-3	12
COC(=O)C1=C(c2ccc(S(C)(=O)=O)cc2)C[C@@H]2CC[C@H]1N2C(=O)NCC1CC1	0	2	0	2	-3	6	2	10	2
CCN(CC)C(=O)c1ccc(NC(=O)COc2ccc(-c3nn(C)c(=O)c4ccccc34)cc2)cc1	13	5	32*	4	-13	3	-7	1	-2
O=C1C=CC(=O)C=C1	·	-4	·	18	·	·	0	·	12
Cn1c(=O)cc(OCCCC(=O)N2CCC3(CC2)OCCO3)c2ccccc21	-4	-9	-3	-1	-5	-5	-5	-6	-5

The list goes on, overlapping the part above by two compounds.
SMILES	LYPLA1 counter	PAFAH2 FP inh	LYPLA2 counter	PREPL inh	GSTO1 inh	ZTA DNA inh	PAD4 inh	EBNA-1 inh	PAFAH1B3 FP inh
O=C1C=CC(=O)C=C1	·	-4	·	18	·	·	0	·	12
Cn1c(=O)cc(OCCCC(=O)N2CCC3(CC2)OCCO3)c2ccccc21	-4	-9	-3	-1	-5	-5	-5	-6	-5
COC(=O)C1=C(c2ccc(OC)c(OC)c2)C[C@@H]2CC[C@H]1N2C(=O)N1CCC(C)CC1	3	-1	2	5	·	-33	1	·	6
O=c1c2ccccc2nc(-c2ccccc2)n1-c1ccc(O)cc1	-1	0	-2	-4	-4	-2	-3	4	-4
NP(=O)(OCC(F)(F)F)Oc1cccc2ccccc12 (configuration not stated)	0	-1	0	-1	0	-8	-4	7	-3
CN1C[C@@H]2C[C@@H](c3cccn3-c3ccccn3)N3CCC[C@@]23C1=O	-1	11	-4	18	12	-8	7	-10	15
COc1cccc(NC2=NCCCS2)c1	1	9	4	-11	1	14	0	8	-4
C=CCn1c(O)c(C(C)=NCc2cc(OC)cc(OC)c2)c(=O)[nH]c1=O	-2	-10	-1	8	-4	-6	1	-8	-6
O=c1cccc2n1CC1CC2CN(c2nc(N3CCCCC3)nc(N3CCCCC3)n2)C1 (configuration not stated)	-1	0	7	2	-4	15	-2	6	9
COC(=O)C1=C(c2ccc(OC)c(OC)c2)C[C@@H]2CC[C@H]1N2C(=O)NCCCOC(C)C	4	-4	-3	-2	·	2	-3	·	-3
O=C1N=c2ccccc2=C/C1=C\c1c(O)[nH]c(=S)[nH]c1=O	-1	5	6	-1	-1	-5	-8	-12	8
O=C(Nc1cccc(C(F)(F)F)c1)c1cccn(Cc2ccc3c(c2)OC(F)(F)O3)c1=O	-13	-15	-13	1	-7	13	0	-8	1
CC(C)C12CN3CC(C(C)C)(CN(C1)C3c1cccnc1)C2=O (configuration not stated)	2	2	2	-2	-1	3	-2	1	2
CCCC(C)C1C(C#N)=C(N)Oc2c1c(=O)oc1ccccc21 (configuration not stated)	-2	4	5	-4	7	-4	-1	0	4
CC(C)Cc1nnc(NC(=O)CCC(=O)N2CCN(CCOC(c3ccccc3)c3ccccc3)CC2)s1	0	-4	2	-4	0	0	-7	-12	4
NS(=O)(=O)c1ccc(-c2ccc(C=C3C(=O)NC(=O)NC3=O)o2)cc1	-2	3	-9	-1	6	-14	6	-3	9
CCOC(=O)C1(CCOc2ccccc2)CCN(Cc2ccc(C)s2)CC1	-4	-3	2	-22	1	-19	2	-4	2
O=c1[nH]c(=S)n(C2CC2)c(O)c1/C=N/Nc1cccc2ccccc12	-6	14	-3	25	9	5	-11	-8	2
O=C(CSC1c2ccccc2-c2ccccc21)N/N=C/c1ccccc1O	-8	10	-7	12	-9	6	-1	1	11
C=CC12CN(C)[C@@H]3C4CO[C@H](C[C@H]41)[C@]1(C(=O)Nc4ccccc41)[C@@H]32 (some centres not stated)	-6	2	-3	1	11	11	-1	0	10
C/C(=N\N1CCCCCC1)c1c(O)n(-c2ccccc2C)c(=O)[nH]c1=O	3	0	-1	-8	2	-3	2	-4	-2
O=C(NCCCn1ccnc1)C(Cl)(Cl)Cl	8	5	-2	7	4	1	-3	0	-1
N[C@@H](Cc1ccccc1)C(=O)N1C[C@H]2C[C@@H](C1)c1cccc(=O)n1C2	0	0	-4	1	8	-18	1	4	10
COc1ccc(CCNCc2ccc(F)cc2)cc1OC	-3	-5	-4	-7	4	9	-5	1	-3
Cc1nc2ccccc2c(=O)n1-c1ccccc1C(F)(F)F	4	-3	0	17	-3	-13	1	-15	8
Cn1cccc1/C=C1\C(=O)NC(=O)N(Cc2ccccc2)C1=O	-7	17	-5	-5	9	13	-5	5	10
CCOC(=O)C1SC2(C(F)(F)F)CC1(O)c1c(C)cc(C)nc1O2 (configuration not stated)	1	-7	0	-3	8	6	-1	-7	-1
CCC(C)n1c(O)c(/C=N/Nc2ccccc2)c(=O)[nH]c1=S (configuration not stated)	-7	40*	-1	2	-5	4	-30	4	4
COc1cccc(N2CCN(Cc3ccc(Cl)cc3)CC2)c1	4	-1	5	13	8	8	4	6	6
CC(C)C[C@H]1C(=O)N2CCC[C@H]2[C@]2(O)O[C@](NC(=O)[C@@H]3C=C4c5cccc6[nH]cc(c56)C[C@H]4N(C)C3)(C(C)C)C(=O)N12	1	2	8	38	51*	5	7	8	18
C[N+](C)(C)c1ccccc1	0	-7	4	0	2	26	0	6	-11
CCC(=NCCCN(C)C)c1c(O)n(-c2ccc(OC)cc2)c(=O)[nH]c1=O	7	4	-6	10	5	-25	0	10	1

Arranged by molecular weight (lowest first): part of the list above
SMILES	LYPLA1 counter	PAFAH2 FP inh	LYPLA2 counter	PREPL inh	GSTO1 inh	ZTA DNA inh	PAD4 inh	EBNA-1 inh	PAFAH1B3 FP inh
C[N+](C)(C)c1ccccc1	0	-7	4	0	2	26	0	6	-11
O=C(NCCCn1ccnc1)C(Cl)(Cl)Cl	8	5	-2	7	4	1	-3	0	-1
COc1ccc(CCNCc2ccc(F)cc2)cc1OC	-3	-5	-4	-7	4	9	-5	1	-3
O=C1N=c2ccccc2=C/C1=C\c1c(O)[nH]c(=S)[nH]c1=O	-1	5	6	-1	-1	-5	-8	-12	8
Cc1nc2ccccc2c(=O)n1-c1ccccc1C(F)(F)F	4	-3	0	17	-3	-13	1	-15	8
Cn1cccc1/C=C1\C(=O)NC(=O)N(Cc2ccccc2)C1=O	-7	17	-5	-5	9	13	-5	5	10
CC(C)C12CN3CC(C(C)C)(CN(C1)C3c1cccnc1)C2=O (configuration not stated)	2	2	2	-2	-1	3	-2	1	2
COc1cccc(N2CCN(Cc3ccc(Cl)cc3)CC2)c1	4	-1	5	13	8	8	4	6	6
C=CC12CN(C)[C@@H]3C4CO[C@H](C[C@H]41)[C@]1(C(=O)Nc4ccccc41)[C@@H]32 (some centres not stated)	-6	2	-3	1	11	11	-1	0	10
N[C@@H](Cc1ccccc1)C(=O)N1C[C@H]2C[C@@H](C1)c1cccc(=O)n1C2	0	0	-4	1	8	-18	1	4	10
O=c1[nH]c(=S)n(C2CC2)c(O)c1/C=N/Nc1cccc2ccccc12	-6	14	-3	25	9	5	-11	-8	2
C/C(=N\N1CCCCCC1)c1c(O)n(-c2ccccc2C)c(=O)[nH]c1=O	3	0	-1	-8	2	-3	2	-4	-2
NS(=O)(=O)c1ccc(-c2ccc(C=C3C(=O)NC(=O)NC3=O)o2)cc1	-2	3	-9	-1	6	-14	6	-3	9
CCOC(=O)C1SC2(C(F)(F)F)CC1(O)c1c(C)cc(C)nc1O2 (configuration not stated)	1	-7	0	-3	8	6	-1	-7	-1
O=C(CSC1c2ccccc2-c2ccccc21)N/N=C/c1ccccc1O	-8	10	-7	12	-9	6	-1	1	11
CCOC(=O)C1(CCOc2ccccc2)CCN(Cc2ccc(C)s2)CC1	-4	-3	2	-22	1	-19	2	-4	2
O=C(Nc1cccc(C(F)(F)F)c1)c1cccn(Cc2ccc3c(c2)OC(F)(F)O3)c1=O	-13	-15	-13	1	-7	13	0	-8	1
CC(C)Cc1nnc(NC(=O)CCC(=O)N2CCN(CCOC(c3ccccc3)c3ccccc3)CC2)s1	0	-4	2	-4	0	0	-7	-12	4
CC(C)C[C@H]1C(=O)N2CCC[C@H]2[C@]2(O)O[C@](NC(=O)[C@@H]3C=C4c5cccc6[nH]cc(c56)C[C@H]4N(C)C3)(C(C)C)C(=O)N12	1	2	8	38	51*	5	7	8	18

New compounds follow
SMILES	LYPLA1 counter	PAFAH2 FP inh	LYPLA2 counter	PREPL inh	GSTO1 inh	ZTA DNA inh	PAD4 inh	EBNA-1 inh	PAFAH1B3 FP inh
C[C@]12CC[C@H](O)CC1=C([N+](=O)[O-])CC1C2CC[C@@]2(C)C1CC[C@@H]2O (some centres not stated)	·	6	·	14	·	·	-2	·	13
Cc1cccc(N2C(=O)NC(=O)/C(=C/c3ccc(N4CCOCC4)cc3)C2=O)c1	-1	1	2	-6	6	-6	-3	8	-6
CSc1ncc(Cl)c(C(=O)O)n1 (tested in a mixture with another compound)	1	5	0	0	-5	7	8	6	-1
CCOc1ccc(CN2CCN(C(=O)Cc3ccccc3)CC2)cc1	0	1	-6	2	2	-10	-2	1	8
Cc1ccc(C(C)C)c(OCC#CCN2CCCC2)c1	1	5	-1	1	10	8	-6	8	3
FC(F)(F)C1=NC(C(F)(F)F)=NP(N2CCOCC2)(N2CCOCC2)=N1	-3	-1	-6	-4	-4	5	-4	-26	6
CCC(=O)c1cc(F)c(N2CCN(CC)CC2)cc1C	1	2	5	0	-6	-3	-1	-1	7
COc1cccc(CN2CCCC(C(=O)c3ccccc3SC)C2)c1O (configuration not stated)	-2	3	0	-10	3	1	-4	11	7
Cc1nc2ccccc2c(=O)n1/N=C/c1cc(Br)cc(Br)c1O	-1	5	-1	19	11	-1	5	2	9
COc1ccc(-c2nn(CCC#N)cc2C(=O)NCc2ccccc2)cc1	5	-1	7	-10	6	3	-1	-2	-5

The list is partial, so the mix of outcomes need not match the whole.
